Bioassay records from PubChem.
Fam108B counter – mouse Fam108B serine hydrolase inhibitors, primary screen, counter-screen for RBBP9 inhibitor project, biochemical, fluorescence polarization; 300,000 compounds, 0.33% hits; inhibition, % at 9.51 µM; recombinant Fam108B, FP-Rh probe fluorescence polarization;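 active = inhibition above the screen mean inhibition plus 3 SD, computed separately per campaign, cut at about 18% in these data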;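 note: inhibitors lower polarization as less probe binds the enzyme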
MCL1-BIM inh – inhibitors of MCL1 binding to BIM-BH3, primary screen, biochemical, fluorescence polarization; AID 2057, 2009; GST-MCL1 / FITC-Bim-BH3 fluorescence polarization; inhibition, % at 10.9 µM; 320,000 compounds, 0.68% hits;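 active = inhibition above the mean inhibition of all tested compounds plus 3 SD, set per campaign, cut at about 40% in these data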;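 note: 0% = DMSO wells and 100% = unlabeled Bim-BH3 peptide control; higher means more loss of mP so more displacement of Bim peptide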
BCLXL inh – inhibitors of human Bcl-xL, primary screen, biochemical, fluorescence polarization, HTS; inhibition, % at 10.9 µM; GST-Bcl-xL / FITC-Bim BH3 peptide fluorescence polarization; Bcl-2-like protein 1 (Homo sapiens), Q07817; 320,000 compounds, 0.7% hits;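 active = inhibition above the mean of all tested compounds plus 3 SD, cutoff set per campaign, cut at about 30% in these data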;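 note: 0% = DMSO wells and 100% = unlabeled Bim-BH3 peptide competitor; inhibitors lower millipolarization by displacing the labeled peptide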
GRK2 inh – compounds blocking aptamer binding on GRK2 – biochemical, human GRK2, bead flow cytometry, HTS, primary screen; Beta-adrenergic receptor kinase 1 (Homo sapiens), P25098; inhibition of aptamer binding, % at 10 µM; AID 488847, 2010; FAM-aptamer displacement from GRK2; 330,000 compounds, 0.59% hits;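 active = inhibition of aptamer binding above 40%, roughly 3 SD of noise, on plates passing a quality check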;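 note: median bead fluorescence of bound FAM aptamer so fluorescent compounds give negative values; no value below 0 was filed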
Target sequence (P25098 whole entry, looked up): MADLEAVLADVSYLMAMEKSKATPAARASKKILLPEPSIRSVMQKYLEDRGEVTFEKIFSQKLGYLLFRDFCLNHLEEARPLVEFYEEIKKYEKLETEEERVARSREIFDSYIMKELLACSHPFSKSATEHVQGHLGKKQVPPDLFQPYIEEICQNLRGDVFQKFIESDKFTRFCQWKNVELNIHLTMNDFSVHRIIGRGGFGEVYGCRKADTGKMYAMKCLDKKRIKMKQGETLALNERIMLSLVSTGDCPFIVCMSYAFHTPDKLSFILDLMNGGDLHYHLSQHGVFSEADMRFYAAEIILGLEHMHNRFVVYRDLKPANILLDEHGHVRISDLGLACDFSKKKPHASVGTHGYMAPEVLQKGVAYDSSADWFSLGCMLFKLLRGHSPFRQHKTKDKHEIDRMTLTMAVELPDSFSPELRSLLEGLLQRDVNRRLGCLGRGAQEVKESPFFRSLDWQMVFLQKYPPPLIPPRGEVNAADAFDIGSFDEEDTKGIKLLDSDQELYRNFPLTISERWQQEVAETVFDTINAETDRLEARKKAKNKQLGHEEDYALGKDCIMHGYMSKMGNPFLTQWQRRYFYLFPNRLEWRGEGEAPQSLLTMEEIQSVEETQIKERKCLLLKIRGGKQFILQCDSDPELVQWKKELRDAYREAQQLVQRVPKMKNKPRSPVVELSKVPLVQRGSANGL
MEX-5 binding – MEX-5 zinc finger RNA-binding disruptors – biochemical, C. elegans, fluorescence polarization, MLPCN library, primary screen; Zinc finger protein mex-5 (Caenorhabditis elegans), Q9XUB2; MEX-5/FITC-TCR2 RNA binding; stronger effect = lower value; activity score (negative = inhibition of binding), % at 10 µM; 300,000 compounds, 0.38% hits;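 active = inhibition past about -25% in most replicates, and total fluorescence under double the plate's negative control median, limit read from the data; inconclusive = replicates evenly split on the limit, or fluorescence at least double controls; inactive = too little inhibition in most replicates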;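 note: 0% = DMSO and -100% = 5 µM competing unlabeled TCR2 RNA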
GLD-1 TGE inh – GLD-1/TGE RNA complex disruptors, primary screen, biochemical, fluorescence polarization; Female germline-specific tumor suppressor gld-1 (Caenorhabditis elegans), Q17339; purified GLD-1 + fluorescein TGE RNA; inhibition, % at 5.96 µM; 320,000 compounds, 0.44% hits; AID 2280, 2010;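 active = percent inhibition above a per-plate cutoff, the plate mean of test compounds plus 3 SD, cut at about 30% in these data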;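 note: 0% = DMSO wells with GLD-1 and probe and 100% = wells lacking GLD-1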
AGP1 TOR yeast – modulators of AGP1-GFP expression in yeast TOR pathway, primary screen, cell-based, multiplex flow cytometry, S. cerevisiae, MLPCN library; 320,000 compounds, 0.02% hits; 3 h; GFP as percent of DMSO wells; AID 2066, 2009; GFP response vs DMSO, % at 10 µM;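 active = GFP response relative to DMSO above a set limit, near screen average plus 3 SD, cut at about 150% in these data; inconclusive = fewer than 70 cells counted for the yeast strain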;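 note: median GFP channel fluorescence of the gated AGP1 strain per well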
VLA-4 inh – inhibition in human VLA-4 binding assay, primary screen, VLA-4 allosteric modulator project, MLPCN library, flow cytometry, VLA-4 expressing cells; Integrin alpha-4 (Homo sapiens), P13612; ligand binding flow cytometry; inhibition, % (about 7 µM as worked out from the volumes in the protocol); 330,000 compounds, 0.2% hits; AID 2557, 2010; in the data active = inhibition above about 50%
CIT2 TOR yeast – modulators of CIT2-GFP expression in yeast, primary screen, S. cerevisiae, GFP fusion, multiplex flow cytometry, MLPCN library. GFP response vs DMSO, % at 10 µM. AID 2029, 2009. 320,000 compounds, 0.065% hits. S. cerevisiae CIT2-GFP strain, 3 h; 100 means same as DMSO wells;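 active = GFP response relative to DMSO above a set limit, near the screen mean plus 3 SD, cut at about 150% in these data; inconclusive = Fewer than 70 cells measured for a yeast strain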;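 note: ratio of well median GFP fluorescence to mean of DMSO wells on the plate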
Active calls of the source: *; ? = inconclusive; . = not tested or not shown; [ ] = another dose, or the depositor's remark.

Start of the listing, in advance, two compounds:
#1 CCc1ccc(NC(=O)CN(c2ccc(OC)cc2)S(=O)(=O)c2c(C)[nH]c(=O)[nH]c2=O)cc1
#2 C=CCNC(=O)c1onc(CSc2cccc(Cl)c2)c1C(=O)O
Compound,1,2
Fam108B counter,2,8
MCL1-BIM inh,2,5
BCLXL inh,0,4
GRK2 inh,1,.
MEX-5 binding,0.4,-0.9
GLD-1 TGE inh,3,2
AGP1 TOR yeast,71,.
VLA-4 inh,-8,.
CIT2 TOR yeast,91,.

Results, previewed entries included:
#1 CCc1ccc(NC(=O)CN(c2ccc(OC)cc2)S(=O)(=O)c2c(C)[nH]c(=O)[nH]c2=O)cc1
#2 C=CCNC(=O)c1onc(CSc2cccc(Cl)c2)c1C(=O)O
#3 CN(C)c1ccc(/C=N/NC(=O)CCCO)cc1
#4 COC(=O)c1sccc1NC(=O)Nc1ccc(Cl)c(Cl)c1
#5 CCOc1ccc(NCCC#N)cc1
#6 C=CCn1c(=O)c2c3c(sc2n2c(Nc4ccc(C(=O)OCC)cc4)nnc12)CCCC3
#7 CC(C)COP(=O)(c1ccc(N(C)C)cc1)C(O)c1ccncc1 (stereo unspecified)
#8 CCC(Sc1ccc2nnc(-c3cccnc3)n2n1)C(=O)OC (stereo unspecified)
Compound,1,2,3,4,5,6,7,8
Fam108B counter,2,8,3,-14,0,-4,2,-1
MCL1-BIM inh,2,5,-8,2,4,3,8,-1
BCLXL inh,0,4,1,3,5,-5,2,5
GRK2 inh,1,.,0,0,2,1,3,2
MEX-5 binding,0.4,-0.9,1.0,-5.6,-0.7,-0.2,-1.7,-4.7
GLD-1 TGE inh,3,2,-3,6,5,3,-1,-2
AGP1 TOR yeast,71,.,105,.,99,100,107,106
VLA-4 inh,-8,.,11,3,9,7,9,21
CIT2 TOR yeast,91,.,97,?,99,103,102,102

#9 CCOc1ccc2[nH]c3c(=O)n(CCc4ccc(OC)cc4)cnc3c2c1
#10 CC(C)(C)C(=O)/C(C#N)=C/c1ccc(O)cc1
#11 CCOc1ccccc1NC(=O)NNC(=O)COc1cccc(C)c1C
#12 Cc1c(NS(=O)(=O)c2cccc(C(=O)Nc3ccccc3)c2)c(=O)n(-c2ccccc2)n1C
#13 Cc1ccc(C(=O)NCCn2c(N)c(C#N)c3nc4ccccc4nc32)cc1
#14 Cc1ccc(C(=O)n2nc(-c3ccccc3)nc2NCc2ccco2)cc1
#15 CCc1ccc(CCC(=O)Nc2sc(C)c(C)c2C(=O)OC)o1
#16 C=CCn1c(SCC(=O)Nc2cc(C)c(Cl)cc2OC)nnc1-c1ccco1
Compound,9,10,11,12,13,14,15,16
Fam108B counter,-6,-2,0,.,-2,-8,1,-3
MCL1-BIM inh,4,0,4,6,-33,-3,6,3
BCLXL inh,6,1,-3,4,-10,-5,-1,4
GRK2 inh,0,0,3,0,2,2,0,2
MEX-5 binding,2.2,0.8,3.3,.,-5.0,2.2,.,-0.7
GLD-1 TGE inh,11,-1,6,0,-33,14,-1,6
AGP1 TOR yeast,83,103,96,111,31[may fluoresce violet],97,94,103
VLA-4 inh,4,9,-9,-12,-23,20,7,5
CIT2 TOR yeast,101,98,92,109,?,101,.,92

Nothing new here: an excerpt of the list.
#2 C=CCNC(=O)c1onc(CSc2cccc(Cl)c2)c1C(=O)O
#3 CN(C)c1ccc(/C=N/NC(=O)CCCO)cc1
#4 COC(=O)c1sccc1NC(=O)Nc1ccc(Cl)c(Cl)c1
#5 CCOc1ccc(NCCC#N)cc1
#6 C=CCn1c(=O)c2c3c(sc2n2c(Nc4ccc(C(=O)OCC)cc4)nnc12)CCCC3
#7 CC(C)COP(=O)(c1ccc(N(C)C)cc1)C(O)c1ccncc1 (stereo unspecified)
#8 CCC(Sc1ccc2nnc(-c3cccnc3)n2n1)C(=O)OC (stereo unspecified)
#9 CCOc1ccc2[nH]c3c(=O)n(CCc4ccc(OC)cc4)cnc3c2c1
#10 CC(C)(C)C(=O)/C(C#N)=C/c1ccc(O)cc1
#11 CCOc1ccccc1NC(=O)NNC(=O)COc1cccc(C)c1C
Compound,2,3,4,5,6,7,8,9,10,11
Fam108B counter,8,3,-14,0,-4,2,-1,-6,-2,0
MCL1-BIM inh,5,-8,2,4,3,8,-1,4,0,4
BCLXL inh,4,1,3,5,-5,2,5,6,1,-3
GRK2 inh,.,0,0,2,1,3,2,0,0,3
MEX-5 binding,-0.9,1.0,-5.6,-0.7,-0.2,-1.7,-4.7,2.2,0.8,3.3
GLD-1 TGE inh,2,-3,6,5,3,-1,-2,11,-1,6
AGP1 TOR yeast,.,105,.,99,100,107,106,83,103,96
VLA-4 inh,.,11,3,9,7,9,21,4,9,-9
CIT2 TOR yeast,.,97,?,99,103,102,102,101,98,92

#12 Cc1c(NS(=O)(=O)c2cccc(C(=O)Nc3ccccc3)c2)c(=O)n(-c2ccccc2)n1C
#13 Cc1ccc(C(=O)NCCn2c(N)c(C#N)c3nc4ccccc4nc32)cc1
Compound,12,13
Fam108B counter,.,-2
MCL1-BIM inh,6,-33
BCLXL inh,4,-10
GRK2 inh,0,2
MEX-5 binding,.,-5.0
GLD-1 TGE inh,0,-33
AGP1 TOR yeast,111,31[may fluoresce violet]
VLA-4 inh,-12,-23
CIT2 TOR yeast,109,?

Next section
#17 O=S(=O)(NCCc1ccccc1)c1ccc(F)cc1
#18 COc1cccc(NS(=O)(=O)c2ccc3c(c2)CCN3C(C)=O)c1
#19 CCC(CC)C(=O)c1c[nH]c(C(=O)NCCCN2CCOCC2)c1
#20 CCN(CC)S(=O)(=O)c1ccc(Cl)c(NC(=O)c2cc(Cl)cc(Cl)c2)c1
#21 COc1ccccc1NC(=O)c1nn(-c2ccc(F)c(F)c2)ccc1=O
#22 CCn1cc(Cl)c(C(=O)NNC(=O)CCn2nc(C)c([N+](=O)[O-])c2C)n1
#23 Cc1cc(F)c(F)c(C(=O)N2CCCCC2C)c1Cl (stereo unspecified)
#24 COc1ccc(C(=O)CSc2nnc(CNC(=O)c3ccc(OC)c(OC)c3)n2C)cc1
#25 COCCn1c(N)c(N(Cc2ccccc2)C(=O)CSCC(=O)Nc2ccc(OC)cc2)c(=O)[nH]c1=O
#26 Cc1cccc(-n2nnc(C(=O)Nc3ccc(F)cc3)c2N)c1
Compound,17,18,19,20,21,22,23,24,25,26
Fam108B counter,-4,5,-1,-2,13,6,-4,9,0,-1
MCL1-BIM inh,5,0,-4,2,6,4,2,-6,-7,4
BCLXL inh,4,-2,5,6,9,-1,4,-11,-6,5
GRK2 inh,2,1,2,2,1,0,0,6,2,0
MEX-5 binding,2.0,2.9,1.3,1.9,-1.5,-4.6,-2.0,-0.8,2.2,.
GLD-1 TGE inh,3,-4,-1,6,-6,6,5,5,-2,3
AGP1 TOR yeast,94,96,95,104,102,110,97,103,104,86[may fluoresce red and violet]
VLA-4 inh,-8,-7,-16,0,3,-17,10,1,2,3
CIT2 TOR yeast,102,98,97,101,97,108,93,106,107,?
